Assay outcomes as filed in PubChem.
p53 reactivation: qHTS assay for re-activators of p53 using a Luc reporter; H1299 p53-A138V BP100-luciferase reporter, luminescence, 24 h; Potency, µM (titrated, usually from 92.2 µM), without a hit: top-dose activity change, positive = activation, hits mostly activators; 0.063% of 320,000 active; AID 504706, 2011; note: potency is the fitted concentration of half-maximal effect; % of control where 0% means no effect; nearly all actives have a fitted effect of over 45% in size
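H1299 (p53-null), stable ts p53-A138V + BP100-Luc; 1000 cells/well, Opti-MEM/10% FBS; cpd 4 pt, 1:5; 24 h, 37 deg C, 5% CO2; detection reagent 10 min RT; luminescence.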
NPC1 promoter act: qHTS Assay for NPC1 Promoter Activators. 2.4% of 320,000 active. Huh7 NPC1 promoter luciferase reporter, 24 h. AID 485313, 2010. Potency, µM (series often up to 9.22 µM), without a hit: at the highest dose activation, actives largely listed as activators;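 note: potency is the fitted concentration of half-maximal effect; % of control where 0% means no effect; nearly all actives have a fitted effect of over 60% in size; reporter is driven by a mutant NPC1 promoter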
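Quantitative HTS used a cell-based reporter: Huh7 cells stably bearing the NPC1 promoter upstream of luciferase were treated with compounds for 24 h, and promoter activation was read as luminescence.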
Rab9 prom act: qHTS Assay for Rab9 Promoter Activators. AID 485297, 2010. Huh7 Rab9 promoter-luciferase reporter, luminescence, 24 h. 2.8% of 320,000 active. Potency, µM (titrated, usually from 9.22 µM), for inactives: top-dose activation, negative = inhibition, actives largely listed as activators; note: potency is the fitted concentration of half-maximal effect; % of control where 0% means no effect; nearly all actives have a fitted effect of over 60% in size
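Luminescence from Amplite-detected luciferase (10 minutes, ambient) reports Rab9 promoter activation. Before that, stable Rab9-luciferase Huh7 cells (1500/well, reduced-serum OP-MEM I plus 10% FBS) were exposed to compound for 24 hours at 37C.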
ELG1 DNA repair: qHTS screen for small molecules that inhibit ELG1-dependent DNA repair in human embryonic kidney (HEK293T) cells expressing luciferase-tagged ELG1; 2.3% of 330,000 active; Potency, µM (series often up to 46.1 µM), without a hit: top-dose activity change, negative = inhibition, actives largely listed as inhibitors; HEK293T ELG1-luciferase reporter, luminescence, 16 h; DNA damage induced by 5-fluorouridine; AID 504467, 2011; note: potency is the fitted concentration of half-maximal effect; % is set by controls: 0 for no effect and ±100 for the full control effect; nearly all actives have a fitted effect of over 55% in size
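Quantitative HTS, concentration-response format. 2,000 cells/well co-treated with 5-fluorouridine and compound, 16 hr in 5% CO2 at 37 °C; ONE-Glo luminescence read after 30 min.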
RORg inh: qHTS for inhibitors of ROR gamma transcriptional activity | Nuclear receptor ROR-gamma (Mus musculus), P51450 | Drosophila S2 Gal4-RORgamma UAS-luciferase reporter, 20 h | Potency, µM (highest dose often 53.6 µM), inactives show top-dose activity change, negative = inhibition, usual class: inhibitors | 5.4% of 310,000 active | AID 2551, 2010; note: potency is the fitted concentration of half-maximal effect; % is set by controls: 0 for no effect and ±100 for the full control effect; nearly all actives have a fitted effect of over 60% in size
Target sequence (P51450 whole entry, looked up, the tested form may be a part): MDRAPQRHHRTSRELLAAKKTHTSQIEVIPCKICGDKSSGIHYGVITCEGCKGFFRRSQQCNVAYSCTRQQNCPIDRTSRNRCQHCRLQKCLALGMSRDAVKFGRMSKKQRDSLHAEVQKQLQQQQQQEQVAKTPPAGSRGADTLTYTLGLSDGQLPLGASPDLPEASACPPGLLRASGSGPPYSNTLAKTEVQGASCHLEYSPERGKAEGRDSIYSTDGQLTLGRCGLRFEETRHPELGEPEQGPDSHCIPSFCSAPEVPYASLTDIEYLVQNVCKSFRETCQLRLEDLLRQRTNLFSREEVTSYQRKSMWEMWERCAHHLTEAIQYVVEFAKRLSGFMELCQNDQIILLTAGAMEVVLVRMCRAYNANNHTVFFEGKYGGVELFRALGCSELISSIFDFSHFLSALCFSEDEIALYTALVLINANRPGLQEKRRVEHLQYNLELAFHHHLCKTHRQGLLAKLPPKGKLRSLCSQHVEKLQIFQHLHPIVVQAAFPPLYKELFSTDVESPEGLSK
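Luciferase reporter read in Schneider cells carrying Gal4-RORγ (mouse) and UAS-Photinus luciferase; cells given compound 1 h before 700 uM copper sulfate induction, then incubated 20 h at ambient temperature.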
TRPV1 agonist: HTS Assay for Compounds that Act as Agonists of the Vanilloid Receptor 1. AID 540275, 2011. Transient receptor potential cation channel subfamily V member 1 (Homo sapiens), Q8NER1. activation, % at 8.33 µM. 0.19% of 320,000 active. TRPV1-expressing cells, Fluo-8 calcium influx, agonist mode; in the data active = activation above about 80%; inconclusive = between about 30% and that limit; note: 0% is about no effect
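Cells expressing TRPV1 were dye-loaded with Fluo-8 and read kinetically: 10 s baseline, 3 min after compound (agonist portion), then 2 min after EC20 capsaicin (allosteric enhancer portion). Calcium-bound dye fluorescence at 480/520 nm.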
ELG1 genotox: qHTS screen for small molecules that induce genotoxicity in human embryonic kidney (HEK293T) cells expressing luciferase-tagged ELG1; Potency, µM (titrated, usually from 46 µM), without a hit: top-dose activity change, positive = activation, most hits filed as activators; AID 504466, 2011; 1.3% of 330,000 active; HEK293T ELG1-luciferase reporter, luminescence, 16 h; note: potency is the fitted concentration of half-maximal effect; % of control where 0% means no effect; nearly all actives have a fitted effect of over 60% in size
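Luminescence read-out: rising ELG1-luciferase signal, reflecting elevated ELG1 protein under genetic stress, flags genotoxic compounds. Cells were treated for 16 hr at 37 °C before ONE-Glo detection.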
FLuc modulator: qHTS profiling assay for firefly luciferase inhibitor/activator using purifed enzyme and Km concentrations of substrates (counterscreen for miR-21 project). purified FLuc, Km substrates, luminescence inhibition. 6.9% of 360,000 active. AID 588342, 2011. Potency, µM (top dose mostly 57.5 µM), for inactives: at the highest dose activity change, negative = inhibition, hits mostly inhibitors. Luciferin 4-monooxygenase (Photinus pyralis), P08659;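 note: potency is the fitted concentration of half-maximal effect; plate controls were vehicle for no effect and reference inhibitor for full effect; nearly all actives have a fitted effect of over 55% in size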
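Purified P. pyralis luciferase, 10 nM final, with Km-level 10 uM D-luciferin and 10 uM ATP in 50 mM Tris acetate pH 7.5, 10 mM Mg acetate, 0.01% Tween-20, 0.05% BSA; 6-point qHTS titration about 60 µM downward; luminescence read.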
BRCA1 expr up: qHTS Assay to Identify Small Molecule Activators of BRCA1 Expression; MCF7-BRCA1-FFLuc reporter, luminescence, 48 h; response scale: scaled: vehicle 0%, 10 µM genistein 100%; Potency, µM (top dose mostly 46.1 µM), without a hit: at the top dose activation, most hits filed as activators; 1.1% of 380,000 active; AID 624202, 2012; note: potency is the fitted concentration of half-maximal effect; nearly all actives have a fitted effect of over 80% in size; some results filed as inactive show a strong effect at the top dose
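Activators of BRCA1 expression were detected as increased firefly luciferase luminescence in engineered MCF7 cells after 48 h compound incubation. Signals were scaled to genistein 10 microM as full activation.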
Tb PFK block: qHTS Assay to Find Inhibitors of T. brucei phosphofructokinase | Potency, µM (doses to about 57.5 µM), for the others: at the highest dose activity, negative = inhibition, most hits filed as inhibitors | AID 485367, 2010 | 0.17% of 330,000 active | ATP-dependent 6-phosphofructokinase (Trypanosoma brucei brucei), O15648 | T. brucei PFK, ADP-Glo luminescence;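 note: potency is the fitted concentration of half-maximal effect; 0% = uninhibited 1x PFK enzyme wells and -100% = no-enzyme wells; nearly all actives have a fitted effect of over 60% in size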
Target sequence (O15648 whole entry, looked up): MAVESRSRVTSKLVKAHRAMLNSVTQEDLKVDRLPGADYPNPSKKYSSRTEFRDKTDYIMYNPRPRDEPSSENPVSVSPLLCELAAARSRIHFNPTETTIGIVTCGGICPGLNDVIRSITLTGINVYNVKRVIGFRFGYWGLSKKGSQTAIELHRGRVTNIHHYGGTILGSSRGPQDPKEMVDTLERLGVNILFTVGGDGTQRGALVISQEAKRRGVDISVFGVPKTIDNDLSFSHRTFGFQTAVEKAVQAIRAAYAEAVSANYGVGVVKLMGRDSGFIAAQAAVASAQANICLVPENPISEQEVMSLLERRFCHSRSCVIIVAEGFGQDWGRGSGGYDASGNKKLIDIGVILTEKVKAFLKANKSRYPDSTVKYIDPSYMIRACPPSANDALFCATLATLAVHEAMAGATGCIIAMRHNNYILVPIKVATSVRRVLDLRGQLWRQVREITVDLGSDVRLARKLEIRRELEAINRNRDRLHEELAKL
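1.25 nM PFK with 0.5 mM F6P and 0.1 mM ATP in 0.1 M TEA pH 8.0, 5 mM MgCl2, incubated 45 min at room temperature; ADP measured by ADP-Glo luminescence; compounds titrated up to 57 uM.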
Gal4-VP16 FLuc: VP16 counterscreen qHTS for inhibitors of ROR gamma transcriptional activity; Drosophila S2 Gal4-VP16 UAS-luciferase, luminescence, 20 h; Potency, µM (series often up to 53.6 µM), without a hit: at the highest dose activity, negative = inhibition, actives largely listed as inhibitors; 3.5% of 310,000 active; AID 2546, 2010;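 note: Gal4-VP16 expression switched on by copper sulfate through the metallothionein promoter; potency is the fitted concentration of half-maximal effect; % is set by controls: 0 for no effect and ±100 for the full control effect; nearly all actives have a fitted effect of over 50% in size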
Active calls of the source: *; u = inconclusive; x = not tested or not shown; & = joins results of further samples. Unless noted, calls come from the whole dose curve; as a rule, active = well fitted curve in the direction sought with a large enough effect; inconclusive = small, poorly fitted or top-dose-only effect, or another doubt; inactive = no such curve, though single readings can be large; an effect the other way counts as inactive or inconclusive.

SMILES	p53 reactivation	NPC1 promoter act	Rab9 prom act	ELG1 DNA repair	RORg inh	TRPV1 agonist	ELG1 genotox	FLuc modulator	BRCA1 expr up	Tb PFK block	Gal4-VP16 FLuc
COc1ccccc1NC(=O)C1=C(C)Nc2nc(-c3cccs3)nn2C1c1cccnc1 (configuration not stated)	-5%	0%	8%	18µM*	-25%	x	-9%	0%	0%	2%	0%
Cc1cc(C(=O)OCn2nnc3ccccc3c2=O)c(C)o1	-1%	-2%	1%	17%	-3%	30	2%	0%	5%	-11%	8%
COc1ccc(N2CCN(C(=O)c3cc4c(-c5ccc(Cl)cc5)nn(C)c4s3)CC2)cc1	2%	7%	-1%	-9%	19%	-2	1%	1%	-60%	-1%	13%
Cc1ccc(CSCCNC(=O)c2ccc(NS(C)(=O)=O)cc2)cc1	-3%	0%	-4%	-10%	3%	u	3%	1%	-2%	-9%	-13%
Cc1cccc(NC(=O)CSc2nnc(-c3ccc(S(=O)(=O)N4CCCC4)cc3)o2)c1	-12%	5%	1%	-20%	-12%	-2	0%	-1%	-3%	-3%	0%
O=C(O)C1CC(O)CN1c1nc(Cl)ccc1[N+](=O)[O-] (configuration not stated)	1%	-1%	-3%	8%	6%	1	-1%	-2%	-9%	8%	-7%
Cc1cccc[n+]1CC(=O)c1ccc(NC(=O)c2ccccc2)cc1	-7%	0%	0%	-8%	18%	-1	0%	-2%	1%	1%	3%
Cc1ccc2nsnc2c1S(=O)(=O)Nc1ccccc1C(=O)O	4%	-2%	2%	-7%	6%	2	1%	5%	1%	4%	-20%
CCN(CC)c1ccc(NC(=O)CCc2nnc3ccc(N4CCCCC4)nn23)c(C)c1	x	0%	4%	u	29%	-3	0%	0%	-17%	0%	-3%
C=CCN1C(=O)C2(NC(=O)c3ccccc3N2)c2ccccc21 (configuration not stated)	3%	-4%	-1%	8%	1%	2	11%	2%	-22%	-1%	-4%
O=C(CSc1nnc(NC(=O)c2ccc(F)cc2)s1)NCc1ccco1	16%	1.6µM*	3.5µM*	u	u	-2	u	1.9µM*	74%	1%	-28%
N#C/C(=C\c1ccc(N2CCOCC2)c([N+](=O)[O-])c1)c1nc2ccccc2[nH]1	6%	18%	-1%	u	u	24	-1%	15µM*	-39%	2%	u
Nc1ccc(N2CCCCC2)c(S(=O)(=O)Nc2ccccc2Cl)c1	-2%	1%	0%	4%	-38%	9	0%	-1%	-22%	-9%	-7%
CCN(CC)C(=O)[C@H]1CC(CC(=O)NCCC2=CCCCC2)C(=O)N2CCc3c([nH]c4ccc(OC)cc34)[C@]12C (some centres not stated)	-3%	x	x	-8%	x	x	-3%	x	-23%	0%	x
CCn1nnnc1SCCSc1nnnn1CC	25%	-1%	-3%	17%	u	3	1%	9%	-2%	2%	0%
O=C1C=C(NCCOC23CC4CC(CC(C4)C2)C3)C2(CCCCC2)O1	2%	-15%	15%	10%	18%	4	-5%	3%	4%	2%	11%
Cc1c(NC(=O)c2cc3nc(-c4ccc(Cl)cc4)cc(C(F)(F)F)n3n2)c(=O)n(-c2ccccc2)n1C	-13%	-8%	-1%	u	8%	2	0%	2%	-8%	-4%	7%
CC(C)CC(C(=O)Nn1cnnc1)N1C(=O)c2ccccc2C1=O (configuration not stated)	0%	0%	-2%	3%	3%	-2	-1%	-5%	-17%	0%	-1%
CCOc1ccc(S(=O)(=O)NCCC(=O)Nc2ccncc2)cc1	-2%	10%	4%	-4%	x	0	-4%	1%	1%	-1%	x
O=C(Nc1nc2ccccc2n1CCN1CCCCC1)c1ccc(Cl)cc1	7%	-1%	-2%	21%	-43%	1	12%	-5%	x	-6%	u
O=C(Nc1ccon1)c1cc2ccccc2oc1=O	13%	6%	-5%	u	-45%	6	u	-19%	3%	-2%	-15%
CCOc1ccc(N(Cc2cc3ccc(C)cc3[nH]c2=O)C(=O)COC)cc1	-2%	-5%	-7%	0%	30%	-1	0%	4%	-6%	4%	-5%
COc1nc(N/N=C/c2ccc(-c3cccc([N+](=O)[O-])c3)o2)nc(N2CCOCC2)n1	11%	0%	-2%	2.3µM*	-8%	-1	2%	-5%	x	10%	-2%
O=C(O)CCCN=C1CCCc2ccccc2N1	7%	7%	-9%	7%	-10%	-1	0%	0%	-1%	-3%	0%
O=C(NCc1ccccc1Cl)c1ccncc1	-4%	-7%	-2%	-16%	9%	0	-2%	-3%	-3%	-2%	5%
CC1CCN(CCCNC(=O)c2nn(C)c3c2CS(=O)(=O)c2ccccc2-3)CC1	7%	-1%	-12%	-3%	-9%	4	4%	4%	-22%	2%	-7%
CCOC(=O)C1CCN(C(=O)COC(=O)c2ccc3c(c2)C(=O)N(c2ccc(OCC)cc2)C3=O)CC1	0%	-2%	0%	0%	-31%	-5	-1%	-8%	-6%	-1%	u
Cc1cc(C)c2c3c(sc2n1)C(c1cccc(F)c1)C(C#N)=C(N)O3 (configuration not stated)	13%	2%	-3%	16%	1%	8	1%	-2%	-68%	-5%	7%
CCN1CCN(C(=O)c2ccc(Sc3ccccc3Cl)c([N+](=O)[O-])c2)CC1	-6%	0%	-2%	5%	-14%	22	1%	0%	-5%	-2%	-10%
CC1CCCCC1NC(=O)c1ccc(S(=O)(=O)NCc2ccco2)cc1 (configuration not stated)	-11%	2%	1%	-23%	u	1	-6%	-4%	1%	-1%	-9%
COc1cc(NC(=O)n2ncc3cc(Cl)ccc32)cc(OC)c1	3%	18%	u	u	0%	2	u	12µM*	u	-8%	12%
NC(=O)c1cc(S(=O)(=O)N2CCCCC2)cs1	-8%	4%	-2%	4%	-13%	0	0%	3%&-6%	11%	-2%	-2%
Cn1c(=O)c2c(nc(OCc3cccnc3)n2Cc2ccccc2)n(C)c1=O	-16%	2%	2%	u	u	5	-5%	3%	-2%	-2%	-1%
O=C(Cn1ccc([N+](=O)[O-])n1)NCc1ccco1	3%	-4%	1%	u	-1%	1	1%	-1%	12%	0%	-4%
Cc1nn2cc(-c3ncc(C(F)(F)F)cc3Cl)cnc2c1Br	16%	0.4µM*	0.32µM*	u	-29%	1	u	1.5µM*	159%	-5%	-2%
CCOC(=O)c1csc(NC(=O)CC2CCCC2)n1	3%	3%	13%	9%	11µM*	2	5%	-16%	25%	4%	-20%
CC(OC(=O)c1cc2c(s1)CCCCC2)C(=O)NC(N)=O (configuration not stated)	14%	3%	2%	u	u	8	-5%	24µM*	81%	1%	-12%

Whole records, looked up by structure. Values in the order: p53 reactivation	NPC1 promoter act	Rab9 prom act	ELG1 DNA repair	RORg inh	TRPV1 agonist	ELG1 genotox	FLuc modulator	BRCA1 expr up	Tb PFK block	Gal4-VP16 FLuc
Record of CC1CCN(CCCNC(=O)c2nn(C)c3c2CS(=O)(=O)c2ccccc2-3)CC1 : 7%	-1%	-12%	-3%	-9%	4	4%	4%	-22%	2%	-7%
Record of CC1CCCCC1NC(=O)c1ccc(S(=O)(=O)NCc2ccco2)cc1 (configuration not stated) : -11%	2%	1%	-23%	u	1	-6%	-4%	1%	-1%	-9%

An excerpt from above, limited to NPC1 promoter act and ELG1 genotox:
structure	NPC1 promoter act	ELG1 genotox
CCN1CCN(C(=O)c2ccc(Sc3ccccc3Cl)c([N+](=O)[O-])c2)CC1	0%	1%
CC1CCCCC1NC(=O)c1ccc(S(=O)(=O)NCc2ccco2)cc1 (configuration not stated)	2%	-6%
COc1cc(NC(=O)n2ncc3cc(Cl)ccc32)cc(OC)c1	18%	u
NC(=O)c1cc(S(=O)(=O)N2CCCCC2)cs1	4%	0%
Cn1c(=O)c2c(nc(OCc3cccnc3)n2Cc2ccccc2)n(C)c1=O	2%	-5%
